# High-throughput results deposited in PubChem by several laboratories.
# GPR7 antag: antagonists of human GPR7 (neuropeptides B/W receptor 1); P48145; GPR7-expressing cells, fluorescence antagonist assay; inhibition, % at 4.4 µM; 290,000 tested, 1.1% active; AID 1861; in the data active = inhibition above about 16%, passing the limit was not always enough;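 note: cells stimulated with the agonist NPW; 0% = agonist with vehicle and 100% = vehicle without agonist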
# Target sequence (P48145 whole entry, looked up): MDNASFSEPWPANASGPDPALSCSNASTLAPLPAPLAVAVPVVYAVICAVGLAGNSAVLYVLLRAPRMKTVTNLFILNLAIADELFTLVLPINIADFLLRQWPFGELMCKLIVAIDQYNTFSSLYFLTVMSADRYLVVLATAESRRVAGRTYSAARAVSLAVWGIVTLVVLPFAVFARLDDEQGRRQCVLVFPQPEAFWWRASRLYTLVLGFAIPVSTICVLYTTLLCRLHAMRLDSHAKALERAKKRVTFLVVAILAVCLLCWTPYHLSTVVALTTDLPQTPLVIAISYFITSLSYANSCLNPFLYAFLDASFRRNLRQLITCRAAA
# PHOSPHO1 inh: blocks human PHOSPHO1 phosphatase activity | Q8TCT1 | recombinant PHOSPHO1, absorbance phosphatase assay | inhibition, % at 13.3 µM | 290,000 tested, 1.1% active; in the data active = inhibition above about 60%
# Target sequence (Q8TCT1 whole entry, looked up): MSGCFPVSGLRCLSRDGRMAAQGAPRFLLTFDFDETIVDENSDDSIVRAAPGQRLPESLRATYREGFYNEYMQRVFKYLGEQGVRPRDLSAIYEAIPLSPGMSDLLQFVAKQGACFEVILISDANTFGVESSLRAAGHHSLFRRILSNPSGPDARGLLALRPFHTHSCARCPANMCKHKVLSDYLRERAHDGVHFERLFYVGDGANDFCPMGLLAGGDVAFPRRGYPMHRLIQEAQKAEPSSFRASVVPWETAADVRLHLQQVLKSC
# GalR3 antag: human GalR3 antagonism | HEK293 GalR3-CNG cAMP membrane potential fluorescence; galR3 body fused to GalR1 C-terminus | inhibition, % at 3 µM | O60755 | 360,000 tested, 0.44% active;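 active = inhibition above the screen-wide average plus 3 SD, cut at about 13% in these data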;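 note: forskolin and galanin both at EC90 stimulate the cells; cAMP rise reported by CNG channel membrane potential dye signal; 0% = forskolin plus galanin with DMSO and 100% = forskolin alone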
# Target sequence (O60755 1-299 limits assumed): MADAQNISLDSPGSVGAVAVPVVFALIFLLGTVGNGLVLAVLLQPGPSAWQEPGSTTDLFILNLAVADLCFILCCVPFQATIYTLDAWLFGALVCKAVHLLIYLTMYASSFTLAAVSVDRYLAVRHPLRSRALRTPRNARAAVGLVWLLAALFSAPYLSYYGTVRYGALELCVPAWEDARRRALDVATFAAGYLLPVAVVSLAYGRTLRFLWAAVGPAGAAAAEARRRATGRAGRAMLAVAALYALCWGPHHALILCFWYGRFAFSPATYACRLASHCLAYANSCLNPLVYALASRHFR
# IMP-1 inhibitor: inhibitors of Pseudomonas aeruginosa IMP-1 metallo-beta-lactamase; inhibition, % at 5.6 µM; 290,000 tested, 0.45% active; AID 1556; purified IMP-1, nitrocefin hydrolysis, epi-absorbance fluorescence;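 active = inhibition above the mean plus 3 SD of all compounds in the same screening run, cut at about 4.5% in these data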;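 note: 0% = IMP-1 with DMSO and 100% = DMSO wells lacking enzyme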
#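 Assay system: purified IMP-1; Quantity: IMP-1 0.2 nM before substrate addition; Medium: HEPES buffer pH 7.1 with ZnSO4 and Brij 35; Incubation: 15 min enzyme–compound preincubation, then 25 min nitrocefin reaction, 25 °C; Signal: fluorescence quenching readout, ex 480/em 530 nm; Controls: DMSO with and without IMP-1; Repeats: singlicate testing.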
# VIM-2 inh: inhibitors of Pseudomonas aeruginosa VIM-2 metallo-beta-lactamase; 290,000 tested, 0.89% active; purified VIM-2, nitrocefin hydrolysis, epi-absorbance fluorescence; inhibition, % at 5.6 µM;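 active = inhibition above the mean of all tested compounds plus 3 SD, cutoff set per screening run, cut at about 7.5% in these data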;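 note: red hydrolysis product quenches plate fluorescence so inhibitors raise well fluorescence; 0% = enzyme with DMSO and 100% = DMSO without enzyme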
# V1aR counter: activates human V1a receptor in oxytocin agonist counter-screen; activation, % at 3 µM; P37288; AID 2797; CHO-V1R cells, Fluo-8 calcium fluorescence, agonist mode; 0% DMSO, 100% 3 nM vasopressin; 320,000 tested, 0.25% active;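 active = activation above the mean activation of all tested compounds plus 3 SD, per screening run, cut at about 20% in these data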;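 note: signal is peak over basal fluorescence ratio across a 100 second FLIPR read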
# HCV NS3 hel inh: HCV NS3 helicase inhibition. AID 1800. 290,000 tested, 0.56% active. NS3 helicase DNA unwinding, Cy5 molecular beacon fluorescence. inhibition, % at 10.9 µM;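 active = inhibition above the mean of all tested compounds plus 3 SD, set per campaign, cut at about 35% in these data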;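 note: 0% = DMSO wells and 100% = thioflavine S control wells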
#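 Compound dosing – single dose, 10.9 µM nominal final, DMSO 0.8% final · System – NS3 helicase fragment of HCV · Buffer or medium – MOPS pH 6.5, MgCl2, DTT, Tween20, BSA · Signal – Cy5 beacon fluorescence read at start and 1 h · Also added – annealed dual-labelled DNA beacon duplex, ATP-started · Schedule – 1 h at 25 °C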
# FID counter: displaces DNA intercalator in HCV helicase counter-screen. DNA fluorescent intercalator displacement, fluorescence. 290,000 tested, 0.17% active. inhibition, % at 7.9 µM; in the data active = inhibition above about 37%;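 note: 0% = vehicle and 100% = reference compound; higher means more ethidium bromide displaced from hairpin DNA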
# OXTR agonist: agonists of human oxytocin receptor; CHO-OTR cells, Fluo-8 calcium fluorescence; normalized: DMSO 0%, oxytocin 100%; 320,000 tested, 0.32% active; P30559; activation, % at 3 µM;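 active = activation above the mean of all tested compounds plus 3 SD, cutoff set per screening run, cut at about 20% in these data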;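 note: peak over basal fluorescence ratio from a 100 s FLIPR kinetic read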
# Numbers without * were called inactive; nt = no result given.
SMILES,GPR7 antag,PHOSPHO1 inh,GalR3 antag,IMP-1 inhibitor,VIM-2 inh,V1aR counter,HCV NS3 hel inh,FID counter,OXTR agonist
CCOC(=O)C1CCN(C(=S)Nc2cccc(C)c2C)CC1,-13.1,-2.6,-4.1,-1.9,-2.4,-0.3,0.8,1.1,-0.8
Cc1cc(Cl)ccc1OCCCC(=O)NCc1ccncc1,3.0,-2.7,1.8,0.1,-1.1,4.4,1.1,-9.1,2.0
Cc1cc(N2C(=O)C3C4CC(c5ccccc5)C(C4)C3C2=O)no1 (stereo unspecified),-9.8,48.4,-4.0,-2.8,-0.8,-0.2,2.3,-14.9,0.7
Cc1c(Cl)cccc1-n1c(-c2cccnc2)n[nH]c1=S,-7.3,-99.9,-5.3,-2.0,6.4,0.6,-0.6,-9.5,0.3
COc1cccc(Nc2nc3ccccc3nc2-n2nc(C)cc2C)c1,-15.6,4.3,3.6,-5.6,-1.1,0.4,4.3,-2.3,-0.5
Cc1nn(-c2ccccc2)cc1C(=S)Nc1ccccc1,-7.0,2.3,-4.2,-0.6,1.0,5.8,-11.7,-9.5,4.2
Cc1c(C(=O)N(Cc2ccc(N(C)C)cc2)CC2CCCO2)oc2ccccc12 (stereo unspecified),-4.1,21.8,-0.4,-3.5,-2.6,-0.9,-6.5,-48.5,-2.4
COc1ccc(OC)c(N/C(C)=C/C(=O)c2ccccc2)c1,-9.1,1.5,-1.7,-2.5,0.8,-0.4,-5.6,5.1,-1.9
CNc1ccccc1C(C)(C)c1cc(-c2cccc(OC)c2)no1,-6.0,27.1,-10.4,-4.9,-3.0,0.3,-1.5,-15.7,-1.8
C=CCN(CC=C)C(=S)NC(=O)/C=C/c1ccccc1,-8.8,2.1,-1.5,-1.7,-3.8,0.3,5.4,-7.6,-1.1
O=C(NCC1CCCO1)c1cc(-c2ccccc2)nc2ccc(Br)cc12 (stereo unspecified),-18.0,18.5,-1.3,-3.1,-2.4,2.0,-6.0,-26.9,-0.9
O=[N+]([O-])c1ccc2[nH]c3c(c2c1)CCCC3O (stereo unspecified),-3.7,51.8,-7.2,-1.1,-1.5,2.5,2.4,2.7,3.0
COc1ccc(NC(=S)N2CCN(S(C)(=O)=O)CC2)cc1OC,-8.0,32.7,-1.1,-1.5,1.6,0.6,3.9,-0.3,0.7
Cc1cccc(NC(=O)NC(=O)c2ccccc2)n1,-19.2,41.7,0.8,-2.1,-3.0,1.6,12.2,3.4,0.6
NC(=O)c1nsc(C(=O)N(c2ccccc2)C(C(=O)NCC2CCCO2)c2ccc3ncccc3c2)c1N (stereo unspecified),-2.5,-21.7,-3.3,-2.6,-3.5,0.8,9.8,-39.8,0.4
CCC(=O)N1c2ccc(S(=O)(=O)NCCc3ccc(C)cc3)cc2CC1C (stereo unspecified),-9.6,38.5,4.2,-5.3,-2.3,5.3,3.1,-41.9,4.5
Cc1cc(C)nc(N2CCC(C(=O)NC3CCCCCC3)CC2)n1,-3.8,nt,-5.0,-3.0,-3.6,0.0,1.4,-3.3,-0.8
COc1ccc(N2CCN(C(=O)CNC(=O)c3cccs3)CC2)cc1,-21.0,nt,-1.9,-2.8,-1.6,1.3,0.8,-8.1,0.4
CCOC(=O)C(C)Sc1nc2c(c(-c3cccs3)c1C#N)CCC2 (stereo unspecified),-3.2,5.6,-4.2,-2.7,-0.6,-0.1,0.7,-12.7,-0.6
Cc1ccsc1C(=O)N1CCN(c2ccccn2)CC1,-1.7,13.9,-1.9,-3.3,-1.4,0.9,6.8,-13.6,0.9
Cc1ncc(CSc2ccc(Cl)cc2)c(CO)c1O,4.6,39.9,4.8,-1.0,-0.5,2.6,-8.0,-4.3,-1.1
CSc1ccc(S(=O)(=O)N2CCCC2)cc1,-6.3,1.1,-1.8,-2.9,-3.6,0.5,5.0,-1.1,-0.5
CCOc1ccc(S(=O)(=O)N2CCC(C(=O)NC3CCCC3)CC2)cc1,-11.2,37.0,-3.4,-1.5,-2.6,-0.4,1.9,-39.5,-1.5
C/C(=N\NC(=O)c1ccco1)c1cccc2ccccc12,-12.8,44.9,-8.0,-1.4,-1.0,-0.2,-2.8,-15.6,0.1
CC(=O)/C(=N/Nc1ccc(Br)cc1)N1CCCc2ccccc21,-3.2,3.4,-4.4,-2.5,-1.1,-0.1,-1.1,-12.1,-1.4

# Arranged by formula weight (ascending): some entries from above.
SMILES,GPR7 antag,PHOSPHO1 inh,GalR3 antag,IMP-1 inhibitor,VIM-2 inh,V1aR counter,HCV NS3 hel inh,FID counter,OXTR agonist
O=[N+]([O-])c1ccc2[nH]c3c(c2c1)CCCC3O (stereo unspecified),-3.7,51.8,-7.2,-1.1,-1.5,2.5,2.4,2.7,3.0
Cc1cccc(NC(=O)NC(=O)c2ccccc2)n1,-19.2,41.7,0.8,-2.1,-3.0,1.6,12.2,3.4,0.6
Cc1cc(Cl)ccc1OCCCC(=O)NCc1ccncc1,3.0,-2.7,1.8,0.1,-1.1,4.4,1.1,-9.1,2.0
CC(=O)/C(=N/Nc1ccc(Br)cc1)N1CCCc2ccccc21,-3.2,3.4,-4.4,-2.5,-1.1,-0.1,-1.1,-12.1,-1.4
Cc1c(C(=O)N(Cc2ccc(N(C)C)cc2)CC2CCCO2)oc2ccccc12 (stereo unspecified),-4.1,21.8,-0.4,-3.5,-2.6,-0.9,-6.5,-48.5,-2.4
O=C(NCC1CCCO1)c1cc(-c2ccccc2)nc2ccc(Br)cc12 (stereo unspecified),-18.0,18.5,-1.3,-3.1,-2.4,2.0,-6.0,-26.9,-0.9

# Structural class, the compounds so far with a thiophene ring, fused or not (3)
SMILES,GPR7 antag,PHOSPHO1 inh,GalR3 antag,IMP-1 inhibitor,VIM-2 inh,V1aR counter,HCV NS3 hel inh,FID counter,OXTR agonist
COc1ccc(N2CCN(C(=O)CNC(=O)c3cccs3)CC2)cc1,-21.0,nt,-1.9,-2.8,-1.6,1.3,0.8,-8.1,0.4
CCOC(=O)C(C)Sc1nc2c(c(-c3cccs3)c1C#N)CCC2 (stereo unspecified),-3.2,5.6,-4.2,-2.7,-0.6,-0.1,0.7,-12.7,-0.6
Cc1ccsc1C(=O)N1CCN(c2ccccn2)CC1,-1.7,13.9,-1.9,-3.3,-1.4,0.9,6.8,-13.6,0.9

# The listing continues:
SMILES,GPR7 antag,PHOSPHO1 inh,GalR3 antag,IMP-1 inhibitor,VIM-2 inh,V1aR counter,HCV NS3 hel inh,FID counter,OXTR agonist
Nc1nc2ccc(C(=O)NCCOC(=O)C3CCCCC3)cc2s1,2.5,24.5,-2.0,-2.2,-1.6,0.6,-10.2,-16.9,2.2
Cc1ccc2c(CN3CCC(C)CC3)cc(=O)oc2c1C,4.4,-12.1,-10.2,-5.2,-0.9,nt,23.8,-10.1,nt
Cc1[nH]nc2nc(SCC(=O)NC3CCCCC3)n(-c3ccc(Br)cc3)c(=N)c12,-23.8,39.5,-7.3,-2.6,-3.7,0.3,1.9,-32.7,-2.2
O=C(O)CCn1cc(C2CC(c3ccccc3)=NN2c2ccccc2)c(-c2ccccc2)n1 (stereo unspecified),1.6,12.7,-3.2,-1.2,-0.9,14.2,-9.6,-26.7,19.0
CN(/N=C/c1ccc2c(c1)OCO2)c1nc(N2CCOCC2)nc(N2CCOCC2)n1,-9.6,-9.7,-3.3,-3.2,-3.1,-0.3,6.1,-11.1,0.1
O=C(NC1CCCCC1)C(c1ccccc1F)N(Cc1ccco1)C(=O)Cn1nnc2ccccc21 (stereo unspecified),28.6*,0.0,-5.8,-3.1,-3.6,-1.1,2.2,-12.1,-2.5
CCCCCC(O)(CCCCC)C(=O)NNc1ccccc1,22.1,11.4,-4.4,-1.2,-4.6,-2.1,-5.9,-10.2,-2.9
COc1cccc(C(C(=O)NC(C)(C)C)N(C(=O)CCC(=O)Nc2cc(C)on2)C(C)(C)C)c1OC (stereo unspecified),4.4,3.4,-2.1,-4.5,-2.9,1.6,4.2,-31.2,-1.8
O=C(NNS(=O)(=O)c1ccc(F)cc1F)C1Cc2c(ccc3ccccc23)O1 (stereo unspecified),-12.9,23.5,-7.2,-1.4,0.2,15.7,-1.7,-9.8,14.5
O=C(O)c1ccccc1C(=O)Nc1nccs1,-6.7,-34.0,-3.1,-1.1,0.8,-0.6,3.2,1.6,-0.2
O=[N+]([O-])c1ccc(C[n+]2cccc3c4ccccc4ccc32)cc1,-16.3,-0.4,0.3,-2.7,-1.6,1.3,-12.1,10.3,-0.3
CCC(c1nnnn1Cc1ccccc1)N(Cc1cc2cc(OC)ccc2[nH]c1=O)CC1CCCO1 (stereo unspecified),-11.3,-17.5,6.4,-7.0,-2.4,-1.2,-0.7,-5.2,-2.2
COC(=O)c1ccc(NC(=O)C2C3C=CC(C3)C2C(=O)O)cc1 (stereo unspecified),31.6,30.8,-7.4,1.4,-0.4,0.8,13.8,-1.2,-0.1
CCOc1ccc(CNC(=O)CCCC(=O)n2ncc3cc(C)ccc32)cc1,-11.6,-103.6,nt,-2.5,-2.5,2.4,-8.1,-32.2,-1.3
CN(/N=C/c1ccc(-c2ccc([N+](=O)[O-])cc2)o1)c1ccccc1,45.4*,24.3,-4.7,30.1*,26.2*,17.6,-12.9,7.2,22.6*
CCOC(=O)C(CC)Sc1nnc(COc2ccc(C)cc2)n1-c1ccccc1 (stereo unspecified),13.8,-14.1,-6.3,-0.6,-0.2,3.7,-12.8,-49.5,0.2
COc1ccc2c(c1OC)C(=O)OC2Nc1nc(-c2cc3ccccc3oc2=O)cs1 (stereo unspecified),-7.7,1.6,-10.6,-2.5,-1.9,-0.2,1.4,3.5,-1.7
COc1cccc(/C=N/NC(=O)Cn2ccnc2C)c1,-5.1,13.4,2.6,-2.6,-4.1,1.1,1.1,-1.3,-1.3
O=C(Nc1nccs1)NC(C(F)(F)F)C(F)(F)F,-8.2,9.4,-3.5,-0.3,-3.2,5.4,-1.0,-2.6,0.6
COc1ccc(Cl)cc1NC(=O)C1COc2ccccc2O1 (stereo unspecified),-3.1,-7.1,-9.6,-0.2,-1.4,-0.8,-4.0,-5.3,-2.6
COC(=O)c1cccc(NS(=O)(=O)c2ccc(OC)cc2)c1C,-4.2,8.0,-1.6,-3.7,-0.9,4.5,-8.2,-5.5,4.8
Cc1c(CCC(=O)NCCC(=O)O)c(=O)oc2c(C)c3oc4c(c3cc12)CCCC4,-5.2,nt,-11.2,-3.6,5.2,-0.3,27.2,-19.9,-0.7
COC(=O)c1ccccc1NC(=O)CSc1nc(NC(=O)c2ccccc2)c2c(C)c(C)oc2n1,-9.6,-20.1,-1.9,-2.0,0.0,7.2,-3.6,0.8,-0.9
Cc1cc(NC(=O)CCC(=O)N(CC2CCCO2)C(C(=O)NC2CCCC2)c2ccccc2C)no1 (stereo unspecified),-10.4,nt,0.5,-1.6,-1.7,-0.9,-2.3,-39.4,-2.3
CCn1c(NCCO)nc2c(c1=O)C(C)(CC)Cc1ccccc1-2 (stereo unspecified),-2.5,29.0,-1.9,-0.5,-1.1,0.0,-12.8,-27.6,2.7
CCn1c2ccccc2c2cc(NC(=O)COc3ccccc3OC)ccc21,4.8,2.5,-9.7,-3.2,-2.4,-1.3,-7.1,-14.7,-2.1
